# From PubChem
# TLR4-MyD88 BLA – inhibitors of TLR4-MyD88 association in cells, primary screen, cell-based, HeLa CL3-4, BLA complementation, FRET ratio. HeLa CL3-4 TLR4/MyD88 BLA complementation. hit rate 0.18% among 200,000. inhibition, % at 8.4 µM; in the data active = inhibition above about 25%;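 also: 0% = vehicle and 100% = reference inhibitor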
# Target sequence (O00206 whole entry, looked up): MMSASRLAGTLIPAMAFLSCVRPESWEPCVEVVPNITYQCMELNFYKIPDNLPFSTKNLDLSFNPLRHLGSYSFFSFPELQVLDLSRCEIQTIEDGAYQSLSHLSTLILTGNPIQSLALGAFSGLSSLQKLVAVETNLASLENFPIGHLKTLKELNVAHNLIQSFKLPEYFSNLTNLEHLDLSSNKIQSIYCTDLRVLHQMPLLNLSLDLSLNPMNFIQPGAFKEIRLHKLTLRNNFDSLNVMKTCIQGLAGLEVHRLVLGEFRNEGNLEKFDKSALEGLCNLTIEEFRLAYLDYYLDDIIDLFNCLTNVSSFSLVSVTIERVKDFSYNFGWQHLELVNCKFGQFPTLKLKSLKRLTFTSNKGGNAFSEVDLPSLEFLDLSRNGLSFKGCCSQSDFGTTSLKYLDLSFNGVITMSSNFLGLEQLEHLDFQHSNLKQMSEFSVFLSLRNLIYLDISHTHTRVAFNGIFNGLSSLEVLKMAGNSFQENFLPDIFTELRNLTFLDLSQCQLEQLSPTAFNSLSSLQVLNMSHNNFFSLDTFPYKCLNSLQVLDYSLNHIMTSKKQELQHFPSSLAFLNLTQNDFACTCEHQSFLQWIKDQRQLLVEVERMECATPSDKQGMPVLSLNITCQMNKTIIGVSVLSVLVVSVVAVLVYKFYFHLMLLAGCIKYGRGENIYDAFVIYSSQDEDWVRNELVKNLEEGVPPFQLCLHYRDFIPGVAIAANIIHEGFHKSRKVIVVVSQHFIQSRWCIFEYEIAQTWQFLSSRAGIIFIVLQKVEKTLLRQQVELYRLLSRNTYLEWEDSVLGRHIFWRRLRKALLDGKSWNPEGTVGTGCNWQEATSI
# Target sequence (Q99836 whole entry, looked up): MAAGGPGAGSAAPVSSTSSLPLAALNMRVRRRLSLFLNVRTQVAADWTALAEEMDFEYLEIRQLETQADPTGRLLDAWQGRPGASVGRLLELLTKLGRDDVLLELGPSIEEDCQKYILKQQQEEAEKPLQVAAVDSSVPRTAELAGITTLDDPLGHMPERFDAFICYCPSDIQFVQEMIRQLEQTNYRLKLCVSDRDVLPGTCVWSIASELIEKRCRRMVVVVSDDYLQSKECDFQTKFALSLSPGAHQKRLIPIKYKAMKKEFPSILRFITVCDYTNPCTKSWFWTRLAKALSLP
# PMI act satM6P – human PMI activators, high substrate, primary screen, biochemical, fluorescence intensity, near-saturating mannose 6-phosphate; hit rate 0.34% among 190,000; coupled PMI enzyme assay, resazurin fluorescence, 20 min; active compounds read high; 1 = untreated enzyme, 0 = substrate-free blank; Mannose-6-phosphate isomerase (Homo sapiens), P34949; activation factor at 20 µM; AID 1216, 2008;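 active = activation factor of 2 or more at 20 µM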
#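 Test system: human phosphomannose isomerase with PGI, G6PDH, diaphorase coupling enzymes; Amount: PMI at 15 ng/mL final; Reagent: Mannose-6-phosphate 1.0 mM (near-saturating) plus 0.22 mM NADP+; Timing: 20 min, room temperature; Technique: resorufin fluorescence at Ex 544/Em 590 nm; Dosing: 20 µM single dose.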
# DTT redox prof – compounds producing H2O2 with reducing agent – biochemical, NIH compound library profiling, artefact control for MLSCN library redox annotation, primary screen. hit rate 0.03% among 200,000. DTT-dependent redox cycling H2O2, phenol red/HRP absorbance; 100% = 100 µM peroxide control, 0% = buffer. activation, % at 10 µM. AID 878, 2007;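 active = activation of at least 50% relative to the plate's high and low controls in the primary single-dose screen; inactive = activation below 50%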;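 also: compound incubated with DTT at 0.8 mM final as the reducing agent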
# G6PDH CS – L. mesenteroides G6PDH inhibitors, counter-screen for G6PDH-coupled screening assays, biochemical, Leuconostoc mesenteroides enzyme | hit rate 0.12% among 200,000 | glucose-6-phosphate dehydrogenase [Leuconostoc mesenteroides] | Purified L. mesenteroides G6PDH, diaphorase/resazurin coupled fluorescence, 45 min | inhibition, % at 5 µM
# S1P3 antagonist – S1P3 receptor antagonists, primary screen, cell-based | CHO S1P3 NFAT-BLA reporter, FRET fluorescence, antagonist mode | AID 485, 2006 | Sphingosine 1-phosphate receptor 3 (Homo sapiens), Q99500 | inhibition, % at 4.98 µM | hit rate 0.27% among 170,000;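 active = inhibition above the plate cutoff, the mean inhibition of test wells on that plate plus 3 SD, cut at about 28% in these data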;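 also: cells challenged with S1P at its EC80 of 0.8 µM; blue over green emission ratio from cleaved BLA substrate after 4 h stimulation; 0% = S1P-stimulated wells and 100% = unstimulated DMSO-only wells; some compounds past the cut are filed as inactive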
# RAM inhibit – inhibitors of the yeast RAM network, primary screen, dse1pr::URA3 reporter, 5-FOA selection | hit rate 1.8% among 190,000 | inhibition, % at 50 µM | S. cerevisiae dse1pr::URA3 reporter, 5-FOA growth OD615, 2 d; analog-sensitive cbk1-as2 kinase mutant strain;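 active = inhibition above a set limit, 3 SD over mean compound inhibition, cut at about 8.4% in these data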;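 also: 0% = DMSO-only wells with no growth and 100% = 10 µM 1-NA-PP1 full growth; inhibition rescues growth on 5-FOA so higher OD means more RAM inhibition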
# Diaph act CS – compounds boosting diaphorase resazurin reduction – biochemical, uHTS, resorufin fluorescence, counter-screen for diaphorase-coupled primary assays, primary screen; Diaphorase/resazurin coupled assay, 16 min; active compounds read high; 1 = vehicle wells, 0 = NADH-free wells; activation factor at 20 µM; hit rate 0.005% among 190,000;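 active = diaphorase activity raised at least twofold by the compound at 20 µM; inactive = activation factor below 2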
#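 Material: purified diaphorase enzyme from Clostridium kluyveri / Medium: HEPES pH 7.4 buffer with MgCl2 and Tween 20 / Schedule: enzyme reaction of 16 min at room temperature / Measured by: resorufin fluorescence, excitation 544 nm, emission 590 nm / Evaluation: rise in resorufin formation, marking diaphorase activation or chemical reduction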
# Diaph inh CS – diaphorase inhibitors and chemical oxidizers, primary screen, counter-screen for diaphorase-coupled primary assays, biochemical, uHTS, resorufin fluorescence | hit rate 0.69% among 190,000 | AID 1217, 2008 | inhibition, % at 20 µM | diaphorase resazurin-to-resorufin fluorescence, NADH, 16 min; bacterial (C. kluyveri) enzyme, not human;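 active = primary screen inhibition at 20 µM above a set limit, cut at about 50% in these data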;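 also: plate controls were DMSO with full reaction for no effect and wells lacking NADH for full effect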
#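 Assay system: diaphorase enzyme from Clostridium kluyveri; Input: enzyme working solution with 0.14 U/mL diaphorase; Timing: 16 min at room temperature; Technique: resorufin fluorescence, excitation 544 nm, emission 590 nm; Benchmarks: positive control minus NADH, DMSO neutral control.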
# Hsp70 act – Hsp70 transcriptional activators, primary screen, cell-based, HeLa, Hsp70 promoter luciferase, luminescence, 10 µM | HeLa Hsp70 promoter luciferase reporter; scaled: vehicle 0, proteasome-inhibitor control 100% | activation, % at 10 µM | hit rate 0.04% among 200,000;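 active = activation above the mean across all tested compounds plus 3 SD, cutoff set per campaign, cut at about 5.5% in these data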;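 also: 100% = MG132 at 30 µM as the positive control and 0% = DMSO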
# PMI activator – activators of human PMI, primary screen, biochemical, fluorescence intensity, near-Km mannose 6-phosphate; Mannose-6-phosphate isomerase (Homo sapiens), P34949; purified human PMI, coupled resazurin fluorescence, 20 min; active compounds read high; 1 = vehicle control, 0 substrate-free wells; activation factor at 20 µM; hit rate 0.005% among 190,000; AID 1214, 2008;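 active = activation factor of 2 or more at 20 µM, relative to plate controls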
# L major viab – Leishmania major promastigote growth inhibition, primary screen; Leishmania major promastigotes, resazurin fluorescence viability; inhibition, % at 10 µM; hit rate 9% among 200,000; AID 1063, 2008;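 also: promastigotes grown with compound for 44 hours at 28 °C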
# Active calls of the source: *; · = no result given. Rule as the data show it, unless noted: active = inhibition above about 50%; inactive = the rest. Rows are unselected. About 12% of those tested had a hit in this group.
SMILES,TLR4-MyD88 BLA,PMI act satM6P,DTT redox prof,G6PDH CS,S1P3 antagonist,RAM inhibit,Diaph act CS,Diaph inh CS,Hsp70 act,PMI activator,L major viab
CC1Cn2c(nnc2-c2ccccc2O)S1 (stereo not drawn),1.0,0.9,-0.4,2.7,-1.7,1.4,0.7,26.7,-0.3,0.9,-2.6
COc1n[nH]c(C(=O)Nc2cc(F)ccc2C)c1[N+](=O)[O-],-2.6,1.1,-0.9,7.9,2.8,0.8,1,-3.7,-0.3,1.1,16.6
O=C(CSc1ccc(-c2ccccn2)nn1)NCc1ccc(Cl)cc1,-7.9,1.2,-0.6,6.6,-4.7,2.8,0.6,42.5,-0.3,1.1,7.2
CCOc1ccccc1NC=C1C(=O)OC2(CCCCC2)OC1=O,11.8,0.9,0.1,-2.2,·,3.2,0.9,13.5,-0.3,0.9,-2.7
Cc1cccc(CN2CCN(Cc3cccc4nonc34)CC2CCO)n1 (stereo not drawn),0.3,1,-0.2,-2.5,-12.7,0.8,0.9,8.6,-0.1,1,-3.5
Cc1[nH]n2c(=O)c(C#N)c(-c3ccccc3)nc2c1-c1ccccc1,0.0,1,0.1,-2.4,-7.6,2.8,1,-3.0,-0.2,1,-14.0
CC(=O)Nc1cccc(NC(=O)CSc2ccc(C(F)(F)F)cc2[N+](=O)[O-])c1,-5.8,1,0.8,14.7,·,1.3,0.9,5.7,0.1,1,-3.1
CCOc1ccc(C(=O)CCc2nc3ccccc3s2)cc1,-11.6,0.9,2.3,2.9,·,1.5,0.7,26.3,-0.2,0.9,1.4
COC(=O)CC(N)c1ccc(OC)c2ccccc12 (stereo not drawn),-4.4,1,-18.8,4.2,·,-1.3,1,4.3,0.4,0.9,-0.6
Cc1cc(Br)cc(C)c1OCC(=O)NNC(=O)CCC(=O)NCc1ccccc1,1.5,1.1,-0.2,3.5,-2.2,1.1,1.1,-13.6,-0.2,1.1,-1.4
CC1=C(C(=O)Nc2ccccc2C)C(c2ccccc2)NC(=O)N1 (stereo not drawn),-6.3,0.9,-1.0,3.8,-19.4,-0.1,0.8,16.3,0.1,0.8,-4.4
N#CC(C#N)=Cc1cn(-c2ncc(C(F)(F)F)cc2Cl)c2ccccc12,-9.3,0.9,-2.5,-17.1,·,5.5,1,4.2,-0.2,0.9,-3.8
CCNC(=O)C(=O)N/N=C/c1cc([N+](=O)[O-])ccc1O,14.2,1,-1.1,28.2,-13.3,-0.6,0.5,53.2*,-0.3,0.7,1.5
CC(CCCC(C)(C)O)NC(=O)c1cc(COc2ccc3ncccc3c2)on1 (stereo not drawn),-10.5,0.9,-1.5,20.0,0.3,-0.2,0.8,17.7,-0.2,0.9,3.9
CC(C)Cc1nc2oc3c(Cl)ncnc3c2c2c1CCC2,21.9,1,-0.1,1.2,·,3.3,0.8,22.4,-0.2,0.9,24.5
COc1ccc(C(=O)CCC(=O)Nc2cccc(Cl)c2)cc1,-14.7,0.9,-1.5,7.5,-3.2,4.4,0.8,19.6,-0.1,0.9,16.9
Cc1ccccc1NC(=O)Cc1nnc(SCC(=O)Nc2ccccc2)n1C,-5.8,1,-0.7,16.3,5.3,1.8,1.1,-9.7,-0.1,1,-3.9
CN1C[C@@H]2C[C@@H](c3cccn3-c3nccs3)N3CCC[C@@]23C1=O,1.4,0.9,-1.3,9.7,-16.4,2.8,1.1,-14.2,-0.2,1,0.2
Cc1cc(C)c(NC(=O)C[N+](C)(C)CC(O)COc2cccc3ccccc23)c(C)c1 (stereo not drawn),-5.3,1.1,0.0,-0.6,-1.5,-1.1,1.2,-21.7,-0.5,1.2,0.1
c1ccc2c(c1)OCCOCCOCCOCCOCCOc1ccccc1OCCOCCOCCO2,-2.1,1.1,-0.3,-5.8,-1.4,0.9,0.9,6.3,-0.3,1.1,100.4*
O=C(NCc1ccccc1)C1c2ccccc2Oc2ccccc21,-14.2,1,0.7,2.4,12.1,2.5,1.1,-5.5,0.1,1,4.4
COc1ccc(S(=O)(=O)NCCC(C)C)cc1OC,-11.0,1,0.0,-9.3,18.7,-0.3,0.8,18.0,0.1,0.9,-9.6
Cc1cc(=S)cc(C)n1CCCn1ccnc1,-0.8,1.8,-0.1,2.1,·,-0.8,1.1,-8.7,-0.2,1.6,-7.8
COC(=O)C(/C=N/OCc1ccc([N+](=O)[O-])cc1)NC(=O)c1cccc(Cl)c1 (stereo not drawn),8.7,1,0.0,-4.3,·,0.7,0.9,8.8,0.2,0.9,-4.6
CC(NC(=O)CCn1nc(-c2ccc(Cl)cc2)ccc1=O)c1ccccc1 (stereo not drawn),13.3,0.8,-0.4,7.0,-5.9,0.5,0.7,27.3,0.1,0.9,-7.0
CCOP(=O)(OCC)C(Nc1ccccc1)c1cc(OC)ccc1OC (stereo not drawn),6.4,1.1,0.0,2.9,-15.6,0.8,0.9,9.1,-0.2,1,6.2
CC(C)(C)OC(=O)[C@H]1[C@H](c2ccc([N+](=O)[O-])cc2)C2(C(=O)c3ccccc3C2=O)C2c3ccccc3C=NN21 (stereo partly drawn),-8.6,1,0.0,3.1,10.1,6.1,0.9,8.4,0.0,1.2,21.0
O=C(N/N=C/c1ccncc1)c1cc2ccccc2o1,-1.0,1.1,-0.6,0.6,0.5,-0.1,1,1.1,-0.5,1.1,23.3
O=C(Nc1ccc(-c2nc3ncccc3o2)cc1)c1ccc(Br)o1,-9.4,1.1,2.2,-5.9,23.9,5.0,1,-0.9,-0.1,1.1,1.0
CCn1c(O)c(C=NC2CCCC2)sc1=S,-2.8,1,0.0,2.7,·,0.3,0.9,11.1,0.2,1,-3.6
COc1ccc(CN(C(=O)CSc2nnc(-c3ccc(F)cc3)o2)c2ccc(F)cc2)cc1,-18.7,0.8,0.7,3.0,-15.5,6.6,0.7,28.8,0.3,0.9,-0.3
COc1ccc(/C(=N\Nc2ccccc2C(=O)O)c2ccccc2)cc1,10.9,2.2*,-0.1,3.2,-13.0,4.2,0.6,38.9,-0.3,1.6,-9.7
COc1cc(OC)cc(C(=O)/C=C2\Sc3ccccc3N2C)c1,-0.6,1.1,0.2,1.3,21.2,3.7,0.9,8.4,0.1,1,3.4
Cc1ccc(S(=O)(=O)N(CC(=O)NCC2CCCO2)c2cccc([N+](=O)[O-])c2)cc1 (stereo not drawn),-14.6,0.9,0.0,14.9,-5.4,0.7,0.9,5.1,-0.1,0.9,9.8
CC12CCC(=O)N1C(C(=O)O)Cc1c2[nH]c2ccccc12 (stereo not drawn),-3.1,0.9,1.4,1.3,-5.2,1.0,0.8,15.4,0.0,1,-6.5
O=C(NCc1ccco1)c1cc2cc3ccc(Cl)cc3nc2o1,-11.7,1.1,3.7,17.2,20.5,3.7,1,-3.9,-0.1,1,5.5
Cc1ccc(C2(C)NC(=O)N(CC(=O)Nc3cc(S(=O)(=O)N4CCOCC4)ccc3C)C2=O)cc1 (stereo not drawn),-10.9,1.1,0.0,6.5,-11.0,0.1,1,2.4,-0.1,1.1,-6.4
Cc1cc(C(=O)Nc2nc3c(C)cccc3s2)c(C)o1,-11.4,1.2,2.7,-27.3,·,2.2,0.9,10.0,-0.3,1.1,13.5
CCN(CC)c1ccc2cc(-c3nnc(-c4ccccc4)o3)c(=O)oc2c1,8.3,0.8,0.0,7.7,·,4.7,0.8,21.8,0.3,0.9,1.0
CCN(CC)S(=O)(=O)c1cccc(C(=O)OCC(=O)c2ccc3c(c2)NC(=O)CO3)c1,6.0,1,0.2,0.8,·,5.0,0.8,21.8,-0.5,1,-5.7
O=C(CCn1c(=O)[nH]c2ccccc2c1=O)N1CCN(c2cccc(C(F)(F)F)c2)CC1,2.3,0.9,1.8,5.4,3.1,1.7,0.8,20.8,-0.1,0.9,-3.7
Cc1[nH]c2ccccc2c1C(=O)CSC(=S)N(C)C,5.4,1,0.5,3.2,-10.5,3.5,0.9,10.4,0.1,0.9,38.8
O=C1CSC(=Nc2ccc(O)cc2)N1c1ccc(O)cc1,5.8,1,3.9,9.8,·,0.9,0.8,16.0,-0.2,1.1,-4.0
CC(=O)c1nc(N2C(=O)CC(Cc3cccc(C)c3)C2=O)sc1C (stereo not drawn),2.4,1.1,1.0,4.1,·,-0.9,1.1,-5.8,-0.4,1,-2.4
Cc1ccc(-n2ncc3c(NNC(=O)c4ccco4)ncnc32)c(C)c1,0.7,1,0.1,3.1,-1.4,0.3,1,0.7,-0.1,1,-6.5
